High-throughput results (PubChem)
HepG2 viability: HepG2 cytotoxicity, counter-screen for TGF-b inhibitors; HepG2 CAGA-GFP viability, ATP luminescence, 18 h; Potency, µM (doses to about 46.1 µM), without a hit: at the highest dose activity change, negative = cytotoxicity, hits mostly cytotoxic; actives 0.76% (n = 410,000); AID 588856; further: potency means the concentration at half of the fitted maximal effect; some results filed as inactive show a strong effect at the top dose
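HepG2 CAGA-GFP cells (1000/well, DMEM with 1% FBS) received compound, then TGF-beta at 500 pg/mL final, and were incubated 18 hours at 37 degrees C. Viability was read by CellTiter-Glo luminescence. Media-only wells were set as complete cell-killing and DMSO as no toxicity.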
Nrf2 block: blocks Nrf2 signaling | A549 ARE-Fluc reporter, luciferase luminescence, 18-24 h | Potency, µM (doses to about 46 µM), for the others: at the top dose activity change, negative = inhibition, hits mostly inhibitors | actives 2.1% (n = 360,000); further: potency means the concentration at half of the fitted maximal effect; on the % scale 0 is the no-effect control and ±100 the full control effect; nearly all actives have a fitted effect of over 60% in size
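In this cell-based qHTS, ARE-driven firefly luciferase in A549 cells reports Nrf2 activity; the luminescent signal after BugLite lysis is the measured value, with a prior CellTiter-Fluor read for cell health.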
ATXN viability: viability counter-screen for ATXN expression inhibitors | S2 cells (HEK-293 line with an ATXN2-luciferase reporter) viability, CellTiter-Fluor protease fluorescence, 24 h | Potency, µM (doses to about 56.7 µM), actives largely listed as cytotoxic | actives 0.49% (n = 400,000) | AID 651635; further: potency means the concentration at half of the fitted maximal effect; nearly all actives have a fitted effect of over 40% in size
IL-1B inflam inh: inhibitors of inflammasome signaling (IL-1 beta secretion); THP-1 LPS/ATP IL-1B secretion, AlphaLISA, 16 h; hits give low values; activity change, % at 57.5 µM; actives 4.7% (n = 360,000); in the data active means activity change below about -50%; inconclusive means mostly about -30% to -49%; further: on the % scale 0 is the no-effect control and ±100 the full control effect
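Secreted IL-1B measured by AlphaLISA bead assay after 16 h compound exposure of THP-1 cells; compounds (final up to 57.5 uM) added 1 h before LPS (250 ng/mL) and ATP (1.25 mM) stimulation; lower signal means less secretion.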
ATXN2 expr inh: reduces ATXN2 reporter expression in HEK-293 cells; HEK-293 ATXN2-luciferase reporter, luminescence, 24 h; AID 1745845; actives 0.72% (n = 360,000); Potency, µM (highest dose often 57 µM), without a hit: top-dose activity change, negative = inhibition, most hits filed as inhibitors; further: potency means the concentration at half of the fitted maximal effect; on the % scale 0 is the no-effect control and ±100 the full control effect; nearly all actives have a fitted effect of over 55% in size
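ATXN2-luciferase reporter cells (luciferase flanked by upstream and downstream ATXN2 gene portions) were treated 24 h at 37 °C with compounds at up to 57 uM. SteadyGlo luminescence gave expression; GF-AFC fluorescence gave viability.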
MCF10A rereplic: DNA re-replication induction in MCF 10a cells; actives 2.9% (n = 350,000); MCF 10A DNA re-replication, Hoechst nuclear intensity, 48 h; AID 624296; Potency, µM (doses to about 46.1 µM), without a hit: at the highest dose activity, positive = re-replication, usual class: activators; further: potency means the concentration at half of the fitted maximal effect; % of control where 0% means no effect; nearly all actives have a fitted effect of over 50% in size
Nrf2 ARE act: activates Nrf2 signaling | actives 0.31% (n = 410,000) | AREc32 ARE-luciferase reporter (MCF7-derived line), luminescence, 24 h | AID 624171 | Potency, µM (highest dose often 46.1 µM), without a hit: top-dose activation, actives largely listed as activators; further: potency means the concentration at half of the fitted maximal effect; % of control where 0% means no effect; nearly all actives have a fitted effect of over 65% in size
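For detection, Steady-Glo was added and plates sat 30 min at RT; before that, AREc32_Fluc cells grown overnight in OPTI-MEM/5% FBS had been treated with 23 nL compound for 24 hr at 37 deg C.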
A549 tox: kills or reduces viability of A549 cells in Nrf2 counter-screen. A549 ARE-Fluc cells, CellTiter-Fluor viability, 18-24 h. Potency, µM (top dose mostly 46 µM), inactives show top-dose activity change, negative = cytotoxicity, hits mostly inhibitors. actives 0.16% (n = 390,000). AID 504648; further: potency means the concentration at half of the fitted maximal effect; on the % scale 0 is the no-effect control and ±100 the full control effect
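A549 ARE-Fluc cells in 5% FBS OPTI-MEM, 5000 cells/well, rested 2 h then exposed to compounds in concentration-response for 18-24 h at 37 °C. Viability by CellTiter-Fluor fluorescence (Ex 405/Em 525) after 30 min; luciferase luminescence (BugLite, 15 min, RT) read afterwards.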
TGFb inhibitor: TGF-b pathway inhibition. actives 1.2% (n = 410,000). Potency, µM (doses to about 46.1 µM), without a hit: at the top dose activity, negative = inhibition, actives largely listed as inhibitors. HepG2 CAGA-GFP TGF-b/SMAD3 reporter, GFP fluorescence, 18 h; TGF-beta stimulated, 500 pg/mL final; further: potency means the concentration at half of the fitted maximal effect; on the % scale 0 is the no-effect control and ±100 the full control effect; nearly all actives have a fitted effect of over 65% in size
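Inhibition was scored as loss of TGF-beta-induced (500 pg/mL final, 18 hours, 37 degrees C) GFP in HEPG2 cells carrying a CAGA-GFP reporter, in DMEM with 1% FBS. Well GFP was summed per cell; Activity was normalised to unstimulated and stimulated DMSO wells, then concentration-response fitting.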
* hit, by the source's call; i = inactive; ? = inconclusive; · = not tested or not shown; & = joins results of further samples; [ ] = remark or other dose. Unless noted, the call rests on the fitted dose curve; in most records, active means well fitted curve in the direction sought with a large enough effect; inconclusive means small, poorly fitted or top-dose-only effect, or another doubt; inactive means no such curve, though single readings can be large; an effect the other way counts as inactive or inconclusive. Hits appear at their usual frequency; any-hit rate near 8.8%.

Compound	HepG2 viability	Nrf2 block	ATXN viability	IL-1B inflam inh	ATXN2 expr inh	MCF10A rereplic	Nrf2 ARE act	A549 tox	TGFb inhibitor
COCCNC(=O)CSc1nc2cc(OC)c(OC)cc2c(=O)n1Cc1ccc(OC)cc1	-2%	13%	i	9	3%	14%	2.4%	10%	1%
CCC(=O)N1CCc2cc(Br)cc(S(=O)(=O)N3CCCC(C(=O)N(C)c4ccc(Br)cc4)C3)c21 (stereo not given)	-11%	-20%	i	·	2%	·	6.3%	-1%	?
Cc1cc2cc(C)c3nnc(SCC(=O)NCc4ccco4)n3c2cc1C	-29%	?	i	-66*	3%	5%	0.6%	-2%	?
Cn1nnc2c(NCc3ccccc3)ncnc21	-14%	·	·	·	·	·	-0.9%	-10%	11%
Cc1cc2cc(CNC(=O)c3cccs3)ccc2n1C	26%	-14%	i	-2	·	?	-0.3%	-18%	25%
COc1ccc(NC(=O)c2cc(C3CCCCN3S(=O)(=O)Cc3ccccc3)on2)cn1 (stereo not given)	-27%	·	i	-5	3%	·	4.1%	·	-12%
COc1ccc(N(CC(=O)Nc2ccccc2Cl)S(=O)(=O)c2ccc(C)cc2)cc1OC	-42%	-25%	·	?	28%	?	2.8%	9%	-22%
COc1ccccc1N(CC(O)CN1CCOCC1)S(=O)(=O)c1ccccc1 (stereo not given)	9%	2%	i	18	-15%	?	-0.3%	10%	1%
c1ccc2c(c1)nc(CN1CCOCC1)n1c3ccccc3nc21	6%	?	i	-21	1%	-3%	4.4%	-8%	-1%
CC(=O)Nc1cccc(NC(=O)c2c(-c3ccccc3Cl)noc2C)c1	-1%	?	i	9	3%	?	-0.1%	-5%	-6%
O=c1[nH]c(SCc2ccc(Cl)cc2)nc2ccsc12	-19%	?	i	56	46%[activator]	17%	24%	0%	2%
Cc1ccc(C(=O)N2CC(=O)Nc3ccc(F)cc3C2c2ccccc2)cc1 (stereo not given)	-8%	?	i	-3	-14%	12%	-0.7%	0%	2%
O=C(CSc1nc(-c2ccc(F)cc2)cc(C(F)(F)F)n1)NCCc1ccccc1	-45%	?	?	·	-9%	·	-1.0%	-6%	-33%
CCC(=O)Oc1cccc(C(=O)Nc2cccc(NC(=O)c3ccco3)c2)c1	-3%	16%	i	-4	-1%	16%	?	7%	-8%
COc1cc(NC(=O)c2nccnc2N)cc(C(=O)Nc2cccc(C(F)(F)F)c2)c1	-3%&-45%	-11%	i	58&15	-12%&-11%	4%	6.7%&6.9%	-9%	19%&-26%
O=C(OCc1cc(=O)c(OC(=O)c2ccccc2)co1)c1ccccc1	2%	1%	i	0	2%	2%	0.4%	-11%	8%
C/C(=N\Nc1nc2ccc(Cl)cc2o1)c1ccccc1	2%	1%	i	-6	31%	5%	9.6%	-4%	-7%
CC1CN(C(=O)C2CC(=O)N(c3ccc(Cl)cc3)C2)CC(C)O1 (stereo not given)	-13%	2%	i	-10	-6%	-4%	-0.2%	5%	-17%
CCOC(=O)c1sc2ccccc2c1S(=O)(=O)NCc1ccccc1OC	-23%	?	i	·	0%	·	6.9%	1%	?
O=C(CN(Cc1ccco1)C(=O)c1ccc(F)cc1F)Nc1ccccc1C(F)(F)F	-28%	7%	i	1	4%	23%	0.2%	1%	5%
COc1ccc(NC(=O)CN(C)C(=O)C2CC(=O)N(Cc3ccc(C)cc3)C2)cc1 (stereo not given)	1%	12%	i	11	3%	-4%	0.4%	-4%	-11%
CCCc1c(C)c(C#N)c2nc3ccccc3n2c1NCCCN1CCOCC1	-7%	9%	i	14	-12%	5%	2.3%	-14%	0%
CCOC(=O)c1cnc2ccc(OCC)cc2c1N1CCN(c2ccccc2OC)CC1	-12%	?	?	-55*	-17%	18µM*	2.3%	?	?
CC1(C2CC2)NC(=O)N(CC(=O)Nc2ccccc2-c2ccccc2)C1=O (stereo not given)	-11%	17%	i	0	-4%	11%	-0.8%	12%	-10%
Cc1ccc(OCC(=O)NNC(=O)C2CCC2)cc1C	-10%	10%	i	-16	5%	3.3µM*	-1.4%	0%	-7%
CC(C)c1ccc(C(=O)NCCCNC(=O)c2cnccn2)cc1	7%	7%	i	29	3%	1%	-0.5%	0%	12%
COc1cccc(SCC2CSc3nc4ccccc4c(=O)n32)c1 (stereo not given)	-8%	-13%	i	42	-7%[11.3 µM]	-1%	0.1%	-8%	-13%
CC1(C)Cc2cccc(OCC(=O)N3CCN(c4ccccc4)CC3)c2O1	15%	0%	i	12	3%	-8%	0.1%	12%	11%
COc1cccc(-n2c(SCc3ccc(F)cc3)nc3c([nH]c4ccccc43)c2=O)c1	-31%	·	i	·	13%	·	5.4%	-19%	?
CCOC(=O)CN(C(=O)CSc1nnnn1C)c1ccccc1	5%	4%	i	32	3%	-2%	-0.6%	-4%	3%

Single records, from the list above.
Results for O=c1[nH]c(SCc2ccc(Cl)cc2)nc2ccsc12 → HepG2 viability: -19%; Nrf2 block: ?; ATXN viability: i; IL-1B inflam inh: 56; ATXN2 expr inh: 46%[activator]; MCF10A rereplic: 17%; Nrf2 ARE act: 24%; A549 tox: 0%; TGFb inhibitor: 2%
Results for COc1ccc(N(CC(=O)Nc2ccccc2Cl)S(=O)(=O)c2ccc(C)cc2)cc1OC → HepG2 viability: -42%; Nrf2 block: -25%; ATXN viability: ·; IL-1B inflam inh: ?; ATXN2 expr inh: 28%; MCF10A rereplic: ?; Nrf2 ARE act: 2.8%; A549 tox: 9%; TGFb inhibitor: -22%

Shown as a hit in IL-1B inflam inh (from the list above):
Molecule,Nrf2 block,IL-1B inflam inh,Nrf2 ARE act
Cc1cc2cc(C)c3nnc(SCC(=O)NCc4ccco4)n3c2cc1C,?,-66*,0.6%
CCOC(=O)c1cnc2ccc(OCC)cc2c1N1CCN(c2ccccc2OC)CC1,?,-55*,2.3%

Going on with the list:
Compound	HepG2 viability	Nrf2 block	ATXN viability	IL-1B inflam inh	ATXN2 expr inh	MCF10A rereplic	Nrf2 ARE act	A549 tox	TGFb inhibitor
COc1ccccc1N1CCN(C(=O)c2cc(S(=O)(=O)N3CCOCC3)ccc2C)CC1	-2%	-2%	i	-2	-5%	0%	-0.2%	4%	1%
CN(C)S(=O)(=O)c1cccc(NC(=O)c2ccc(S(=O)(=O)N3CCCC3)cc2)c1	21%	-26%	i	-13	-7%	5%	0.0%	-4%	15%
CC(=O)c1ccc(NC(=O)CCc2nc3sc4c(c3c(=O)[nH]2)CCCC4)cc1	-3%	?	i	-6	-18%	?	3.0%	1%	4%
COc1ccc(NC(=O)CN2CCC(C(N)=O)CC2)cc1	-21%	-6%	i	2	13%	-2%	0.3%	-17%	-7%
c1ccc(-n2nnnc2NC2CCCCC2)cc1	-12%	-16%	i	3	2%	28%	0.5%	0%[1.84 µM]	?
O=C(COC(=O)c1cccnc1)c1ccc(Cl)c(Cl)c1	-11%	-8%	i	34	-26%	-11%	2.1%	9%	0%
C=CCC1CCCCC12NC(=O)N(c1ccccc1)N2 (stereo not given)	-15%	4%	i	21	-14%	?	4.6%	1%	-24%
COc1ccc(OC)c(NC(=O)CSc2nc3ccccc3c(=O)n2CCNC(C)=O)c1	4%	-20%	·	?	·	8%	-0.8%	-4%	-7%
Cc1ccc(-c2nn(-c3ccccn3)c(=O)c3ccccc23)cc1C	-26%	-18%	i	8	-12%	0%	0.8%	-10%	-4%
CC(=O)c1cccc(S(=O)(=O)N2CCN(c3ccccc3F)CC2)c1	1%&-10%	?	i	-7	·	1%	0.0%&2.9%	-4%&-6%	1%&-36%
O=C(Cc1cn2ccsc2n1)Nc1cccc2cnccc12	7%	-16%	?	9	2%	-1%	11%	2%	3%
COc1ccc2c([N+](=O)[O-])c(N3CCCC3)[nH]c2c1	-11%	19%	?	6	14%	?	1.7%	-7%	-7%
O=C(Nc1cccc2ccccc12)/C(=C/c1cccc([N+](=O)[O-])c1)NC(=O)c1cccs1	-63%	4%	i	8	-2%	4%	-1.9%	0%	-26%
COc1ccc(N(C)S(=O)(=O)c2ccc3c(c2)CCC(=O)N3)cc1	-1%	2%	i	-2	8%	-5%	-0.5%	4%	-5%
CC1=C(C(=O)Nc2ccccc2)C(c2ccc(C)o2)n2ncnc2N1 (stereo not given)	-3%	6%	i	9	-10%	-3%	-0.5%	-5%	3%
CSCCC(NC(=O)CCC(=O)OCC(=O)[C@@]1(O)CCC2[C@@H]3CCC4=CC(=O)C=C[C@]4(C)C3[C@@H](O)C[C@@]21C)C(=O)O (stereo not given in full)	-2%	0.21µM*	i	-55*	5%	-1%	-0.6%	1%	139%[activator]
O=C(CSC1=NS(=O)(=O)c2cc(Cl)ccc2N1)Nc1cccc(F)c1	-9%	-2%	i	5	3%	-1%	0.0%	-4%	-20%
CC1(C(=O)NS(=O)(=O)c2ccccc2Cl)CCN1C(=O)c1ccco1 (stereo not given)	-1%	·	i	-12	0%	·	0.1%	·	2%
O=C(CSc1nc(-c2ccc(F)cc2)cc(C(F)(F)F)n1)NCc1ccco1	-5%	-13%	i	10	-1%	?	4.9%	5%	-20%

As a working copy, some entries already given:
Compound	HepG2 viability	Nrf2 block	ATXN viability	IL-1B inflam inh	ATXN2 expr inh	MCF10A rereplic	Nrf2 ARE act	A549 tox	TGFb inhibitor
COc1ccccc1N1CCN(C(=O)c2cc(S(=O)(=O)N3CCOCC3)ccc2C)CC1	-2%	-2%	i	-2	-5%	0%	-0.2%	4%	1%
CN(C)S(=O)(=O)c1cccc(NC(=O)c2ccc(S(=O)(=O)N3CCCC3)cc2)c1	21%	-26%	i	-13	-7%	5%	0.0%	-4%	15%
